TCR CD3 inh: human TCR-CD3 binding inhibition | TAMRA-labeled TCR probe fluorescence, biochemical | inhibition, % at 9.4 µM | 360,000 tested, 0.37% active | AID 651800; in the data active = inhibition above about 19%;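 also: recombinant mutant TCR 2C K166C tagged with TAMRA read by polarization; 0% = receptor in buffer alone and 100% = receptor with positive control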
KLK7 zymogen act: activators of human kallikrein-7 zymogen; activation, % at 7 µM; 370,000 tested, 0.9% active; purified proKLK7, EDANS-DABCYL substrate fluorescence; 100% is mature enzyme control, 0% vehicle; P49862;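 active = activation above the mean of all tested compounds plus 3 SD, computed per campaign excluding outliers beyond control limits, cut at about 13% in these data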
Tn7 DDE FP: disrupts Tn7 cyclic peptide binding to fibrin D-Dimer-E complex; P02675; FP displacement of FITC-Tn7 peptide from fibrin DD(E); 0% = median of compound wells per plate; inhibition, % at 8.3 µM; AID 720508; 370,000 tested, 0.13% active;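 active = inhibition above the mean of compounds falling within the control limits plus 3 SD of them, cut at about 14% in these data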;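 also: 0% = plate median of compound wells and 100% = 10 µM Aha-Tn7 peptide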
Target sequence (P02675 whole entry, looked up): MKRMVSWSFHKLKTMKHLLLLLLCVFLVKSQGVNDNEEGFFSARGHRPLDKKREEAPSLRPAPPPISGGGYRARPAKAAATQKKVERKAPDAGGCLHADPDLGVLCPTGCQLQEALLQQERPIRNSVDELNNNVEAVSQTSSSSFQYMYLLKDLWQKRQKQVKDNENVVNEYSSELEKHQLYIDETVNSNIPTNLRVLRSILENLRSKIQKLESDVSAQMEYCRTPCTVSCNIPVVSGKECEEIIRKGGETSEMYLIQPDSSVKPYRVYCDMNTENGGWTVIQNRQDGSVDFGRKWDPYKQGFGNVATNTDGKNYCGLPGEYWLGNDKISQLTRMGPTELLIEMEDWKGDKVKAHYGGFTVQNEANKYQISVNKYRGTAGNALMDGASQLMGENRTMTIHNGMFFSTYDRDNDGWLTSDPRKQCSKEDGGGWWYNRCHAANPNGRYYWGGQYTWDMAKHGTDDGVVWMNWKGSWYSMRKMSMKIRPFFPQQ
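Assay system: human fibrin DD(E). Input: DD(E) 2 µM final. Medium: Tris buffer with calcium and detergent, pH 7.8. Compound dosing: single point at 8.3 µM. Timing: 10 min plus 3 h, room temperature. Technique: fluorescence polarization of the labelled Tn7 tracer. Read-out: percent inhibition. Replicates: singlicate testing.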
SIAE primary: inhibitors of human sialic acid acetylesterase SIAE; Q9HAT2; SIAE FP-Rh probe binding, fluorescence polarization; inhibition, % at 9.66 µM; 370,000 tested, 0.69% active; AID 1053197;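 active = inhibition above a cutoff: mean of compounds within the control limits plus 3 SD of those, cut at about 17% in these data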;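 also: 0% = plate median of compound wells and 100% = probe without SIAE protein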
Target sequence (Q9HAT2 whole entry, looked up): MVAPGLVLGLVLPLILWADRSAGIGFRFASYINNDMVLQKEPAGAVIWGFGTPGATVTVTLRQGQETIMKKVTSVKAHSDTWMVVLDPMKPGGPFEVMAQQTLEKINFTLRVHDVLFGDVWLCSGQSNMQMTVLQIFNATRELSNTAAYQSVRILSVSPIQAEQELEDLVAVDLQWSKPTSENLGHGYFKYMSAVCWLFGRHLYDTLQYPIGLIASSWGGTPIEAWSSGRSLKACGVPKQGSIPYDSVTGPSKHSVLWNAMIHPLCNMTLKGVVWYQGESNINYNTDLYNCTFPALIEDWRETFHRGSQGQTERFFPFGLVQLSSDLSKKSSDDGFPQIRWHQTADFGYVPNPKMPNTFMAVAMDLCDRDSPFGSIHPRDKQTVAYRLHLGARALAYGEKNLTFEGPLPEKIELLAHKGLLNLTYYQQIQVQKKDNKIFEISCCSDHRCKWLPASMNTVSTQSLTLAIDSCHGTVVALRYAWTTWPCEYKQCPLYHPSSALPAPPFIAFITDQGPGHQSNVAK
LEDGF integ inh: blocks HIV-1 LEDGF/p75-dependent DNA integration; TR-FRET IN-LEDGF/p75 DNA integration, Eu/Cy5; inhibition, % at 3.7 µM; 370,000 tested, 0.64% active;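 active = inhibition above the screen-wide mean plus 3 SD, cut at about 13% in these data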;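 also: signal is the Cy5 over europium emission ratio at 671 and 618 nm; 0% = plate median of compound wells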
UHRF1 MBD2 ctr: UHRF1 methyl-DNA binding inhibition; Q96T88; UHRF1 binding to methylated oligo, TR-FRET; inhibition, % at 4.4 µM; 370,000 tested, 0.75% active; in the data active = inhibition above about 21%;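 also: UHRF1 SRA domain binding a hemimethylated CpG hairpin DNA probe; 0% = median of test compound wells and 100% = reference inhibitor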
TDP2 inh: blocks human TDP2 phosphodiesterase activity | inhibition, % at 12.8 µM | recombinant TDP2, T5PNP hydrolysis, p-nitrophenol absorbance 415 nm | O95551 | 370,000 tested, 0.34% active;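 active = inhibition above the mean of all tested compounds plus 3 SD, set per campaign, cut at about 25% in these data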;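 also: 0% = DMSO with enzyme and 100% = buffer with substrate but no TDP2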
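Evaluation: % inhibition relative to enzyme-containing and enzyme-free wells. Material: recombinant human TDP2. Benchmarks: enzyme-free and DMSO wells. Timing: enzyme reaction with compound for 2 h at 37 °C. Compound dosing: 12.8 µM only. Measured by: p-Nitrophenol epi absorbance. Reagent: T5PNP substrate at 5 mM, a TopII-DNA adduct mimic. Replication: single well per compound.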
DDE Tn6 FP inh: DD(E)-Tn6 binding inhibition, primary FP screen; inhibition, % at 8.3 µM; Fibrin DD(E) TRITC-Tn6 fluorescence polarization displacement; 370,000 tested, 0.21% active; P02675;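 active = inhibition above a per-campaign cutoff: mean of compounds within control limits plus 3 SD, cut at about 15% in these data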;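 also: 0% = median of all compound wells on the plate and 100% = blocking peptide control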
PRMT1 FP inh: PRMT1 (human) inhibition, primary screen; Q99873; recombinant PRMT1, activity-based probe fluorescence polarization; inhibition, % at 2.79 µM; 370,000 tested, 1.3% active; AID 652257;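 active = inhibition above about 21% made by adding two undisclosed values, limit read from the data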
MBD2 inh: blocks human MBD2 binding to methylated DNA | Q9UBB5 | TR-FRET, MBD2 binding to methylated oligonucleotide | inhibition, % at 4.4 µM | 370,000 tested, 0.31% active; in the data active = inhibition above about 13%
* = called active by the depositor; nt = not tested or not shown.

#1 Cc1ccnc(NC(=O)C2CCCN(c3ncnc4c3nc3n4CCCCC3)C2)c1 (stereo unspecified)
#2 Cc1cc(-n2c(C)cc(C(=O)COc3ccc4ccc(=O)oc4c3)c2C)no1
#3 Cc1nc2ccccc2n1Cc1ccccc1Br
#4 CC(C)(C)c1ccc(-c2nnc(SCCC#N)n2C2CCCC2)cc1
#5 Nc1ccc(N(c2ccccc2)c2ccc(N)cc2)cc1
#6 CCN(CC(=O)NCc1ccc2c(c1)OCO2)S(=O)(=O)c1ccc(F)cc1
#7 COc1ccc(S(=O)(=O)NC(=O)C2(C)CCN2C(=O)Cc2ccccc2)cc1OC (stereo unspecified)
#8 CCOC1CCc2c(C)nc(N)nc2S1 (stereo unspecified)

Assay by compound,1,2,3,4,5,6,7,8
TCR CD3 inh,4,6,3,-2,-1,7,9,3
KLK7 zymogen act,-0.4,59*,0.2,0.3,0.0,-0.2,0.2,-0.5
Tn7 DDE FP,6,-3,-1,-6,-6,10,-1,3
SIAE primary,-1,-1,-4,-4,11,-4,9,4
LEDGF integ inh,-3,-1,0,0,4,2,-1,1
UHRF1 MBD2 ctr,2,1,0,3,-3,-2,-4,-1
TDP2 inh,5,-4,3,-12,0,-3,13,10
DDE Tn6 FP inh,8,-1,4,10,-7,7,1,1
PRMT1 FP inh,5,-1,0,3,2,0,2,-2
MBD2 inh,1,5,1,0,-1,0,2,2

KLK7 zymogen act: entries above that show a hit
#2 Cc1cc(-n2c(C)cc(C(=O)COc3ccc4ccc(=O)oc4c3)c2C)no1

Assay by compound,2
TCR CD3 inh,6
KLK7 zymogen act,59*
Tn7 DDE FP,-3
SIAE primary,-1
LEDGF integ inh,-1
UHRF1 MBD2 ctr,1
TDP2 inh,-4
DDE Tn6 FP inh,-1
PRMT1 FP inh,-1
MBD2 inh,5

Other structures.
#9 [O-][n+]1onc2c3cc(-c4ccccc4)nnc3ccc21
#10 COc1cc(C2Nc3cc(Cl)c(S(N)(=O)=O)cc3S(=O)(=O)N2)ccc1OCc1ccccc1 (stereo unspecified)
#11 Cc1sc2nc(CN3CCOCC3)nc(NS(=O)(=O)c3cc(Cl)ccc3Cl)c2c1C
#12 COc1ccc(CC(=O)Nc2ccc(S(=O)(=O)N3CCOCC3)cc2)cc1
#13 CCCCOc1ccc(C(O)C(CN2CCCCC2)c2ccccc2)cc1 (stereo unspecified)
#14 NCCNCCNCCN
#15 COc1ccc(NC(=O)COc2ccccc2)c(OC)c1
#16 CCn1c(=S)[nH]c2sc3c(c2c1=O)CCCC3

Assay by compound,9,10,11,12,13,14,15,16
TCR CD3 inh,-5,-3,-11,1,3,-4,-5,4
KLK7 zymogen act,0.0,-0.3,-0.6,0.1,-0.2,-0.3,-0.4,0.4
Tn7 DDE FP,4,1,-5,3,9,1,1,-3
SIAE primary,0,2,-10,-3,6,-2,-1,2
LEDGF integ inh,1,3,4,-3,-1,-4,-1,3
UHRF1 MBD2 ctr,-4,1,0,15,-1,2,-1,-5
TDP2 inh,-2,14,-22,-4,0,5,-6,-1
DDE Tn6 FP inh,-1,4,3,3,6,-8,8,-2
PRMT1 FP inh,-2,2,0,1,-2,8,-2,1
MBD2 inh,0,1,-3,0,-2,-5,-5,-4

Brought forward from above: 2 compounds, then new ones.
#15 COc1ccc(NC(=O)COc2ccccc2)c(OC)c1
#16 CCn1c(=S)[nH]c2sc3c(c2c1=O)CCCC3
#17 COCCN(C(=O)COC(=O)CCc1ccc(OC)cc1)c1c(N)n(Cc2ccccc2)c(=O)[nH]c1=O
#18 CCOC(=O)c1cc2sccc2n1CC(=O)N1CCCc2ccccc21
#19 COCCNC(=O)C[C@@H]1C[C@H]2c3cc(NC(=O)Nc4ccc(F)cc4)ccc3O[C@H]2[C@H](CO)O1
#20 O=C(N1CCN(CCO)CC1)N1c2ccccc2C=Cc2ccccc21
#21 Cn1cccc1C1NC(=O)c2c(sc3c2CCC(C(C)(C)C)C3)N1 (stereo unspecified)
#22 Cc1ccc(Sc2ncccc2O)cc1
#23 N=C1C(=O)OCC1c1ccccc1NC(=O)CN1CCOCC1 (stereo unspecified)
#24 CCOC(=O)c1c(C)[nH]c(C(=O)N/N=C/c2ccc(Br)cc2)c1C

Assay by compound,15,16,17,18,19,20,21,22,23,24
TCR CD3 inh,-5,4,8,1,-4,-2,-2,-1,0,-13
KLK7 zymogen act,-0.4,0.4,-0.2,-0.5,0.7,-0.4,-0.2,0.3,3.9,-0.2
Tn7 DDE FP,1,-3,-6,7,6,2,7,-2,1,2
SIAE primary,-1,2,-1,-4,4,-4,12,-5,3,-42
LEDGF integ inh,-1,3,1,0,1,-3,-3,-5,3,4
UHRF1 MBD2 ctr,-1,-5,1,-3,2,4,1,-3,-2,-4
TDP2 inh,-6,-1,5,1,-4,-5,-1,8,6,4
DDE Tn6 FP inh,8,-2,-2,7,-3,2,-2,-2,1,-2
PRMT1 FP inh,-2,1,1,2,6,1,3,1,0,-1
MBD2 inh,-5,-4,2,-2,6,5,1,1,-3,-7

#25 CCOC(=O)N1CCN(CCCc2ccccc2)CC1
#26 COc1ccc(C(=O)N2CCCC(CCC(=O)N3CCN(c4ccccn4)CC3)C2)cc1 (stereo unspecified)
#27 O=C(CSc1n[nH]c(-c2cccnc2)n1)OC1CCCCC1
#28 CCC(=O)c1ccc(OCC(O)CN2CCN(S(=O)(=O)c3ccc(NC(C)=O)cc3)CC2)cc1 (stereo unspecified)
#29 COc1ccc(C(=O)O/N=C(\N)c2ccc(Cl)cc2)cc1
#30 CCNC(=O)CC1S/C(=N/N=C(\C)c2ccccc2)NC1=O (stereo unspecified)
#31 Cc1cc(NC(=O)CCC(=O)N(Cc2ccccc2)C2(C(=O)NC3CCCCC3)CCCC2)no1
#32 Cc1cccc(N(C)S(=O)(=O)c2cccc3nsnc23)c1

Assay by compound,25,26,27,28,29,30,31,32
TCR CD3 inh,-4,1,-4,0,3,5,10,2
KLK7 zymogen act,0.1,-0.1,0.0,-0.1,0.4,0.2,0.2,0.4
Tn7 DDE FP,1,2,4,-3,2,-6,10,-2
SIAE primary,-5,-2,18*,0,7,1,1,-8
LEDGF integ inh,-8,2,-5,-7,3,3,5,-1
UHRF1 MBD2 ctr,2,-4,1,2,2,-5,-1,-1
TDP2 inh,-11,-4,5,-15,-9,-3,10,2
DDE Tn6 FP inh,6,-2,-5,14,-1,-4,5,6
PRMT1 FP inh,2,-2,2,2,1,-4,-4,-2
MBD2 inh,3,2,2,1,7,3,-4,-4

#33 O=C(Nc1cccc(F)c1)c1ccc(S(=O)(=O)N2CCCCC2)cc1
#34 COc1cccc2sc3cc(NCc4ccc(C)o4)ccc3c(=O)c12
#35 Cc1ccc(CN2C(=O)CCC2C(=O)NCCN(CC(C)C)CC(C)C)cc1 (stereo unspecified)
#36 Clc1ccc(C(c2ccccc2)N2CCNCC2)cc1 (stereo unspecified)
#37 COC(=O)N/N=C/c1cc(Cl)c(OCc2ccccc2F)c(OC)c1
#38 O=C1CCC(CNc2ccccc2)N1c1ccccc1 (stereo unspecified)
#39 COc1cccc2cc(-c3nc4ccccc4[nH]3)c(=O)oc12
#40 CN(C)c1nc2ccccc2n(C)c1=O

Assay by compound,33,34,35,36,37,38,39,40
TCR CD3 inh,-10,7,-3,-7,4,nt,1,-6
KLK7 zymogen act,0.8,43*,-0.5,0.6,0.0,nt,-32,-0.1
Tn7 DDE FP,-6,-9,-8,-4,-3,-8,-3,3
SIAE primary,-8,-8,-1,9,-8,-6,-4,-1
LEDGF integ inh,-7,-1,4,-2,4,8,-4,4
UHRF1 MBD2 ctr,2,-15,3,2,0,6,0,1
TDP2 inh,-14,2,-4,5,2,-11,1,7
DDE Tn6 FP inh,-3,-11,2,1,4,-1,3,-8
PRMT1 FP inh,0,3,0,3,-4,-2,2,-4
MBD2 inh,0,-1,-5,3,2,5,-1,-3

Part of the list above, as labelled records.
36) Clc1ccc(C(c2ccccc2)N2CCNCC2)cc1 (stereo unspecified)
  TCR CD3 inh = -7
  KLK7 zymogen act = 0.6
  Tn7 DDE FP = -4
  SIAE primary = 9
  LEDGF integ inh = -2
  UHRF1 MBD2 ctr = 2
  TDP2 inh = 5
  DDE Tn6 FP inh = 1
  PRMT1 FP inh = 3
  MBD2 inh = 3
37) COC(=O)N/N=C/c1cc(Cl)c(OCc2ccccc2F)c(OC)c1
  TCR CD3 inh = 4
  KLK7 zymogen act = 0.0
  Tn7 DDE FP = -3
  SIAE primary = -8
  LEDGF integ inh = 4
  UHRF1 MBD2 ctr = 0
  TDP2 inh = 2
  DDE Tn6 FP inh = 4
  PRMT1 FP inh = -4
  MBD2 inh = 2

Following part:
#41 CC(NC(=O)CC1Nc2ccccc2NC1=O)c1ccccc1 (stereo unspecified)
#42 Cc1cc(C)nc(OC(C(=O)O)C(OCc2ccccc2)(c2ccccc2)c2ccccc2)n1 (stereo unspecified)
#43 COc1cccc2c1cc1c(=O)n(CC(=O)N3CCCCCC3)nc(C)n12
#44 Cc1c(OCC(=O)N2C[C@H]3C[C@@H](C2)c2cccc(=O)n2C3)ccc2c3c(c(=O)oc12)CCC3
#45 Cc1ccc(C(=O)NCC(=O)OCC(=O)NC(C)C2CC3CCC2C3)cc1 (stereo unspecified)
#46 CN(Cc1nc2ccccc2n1C)S(=O)(=O)c1ccc(Cl)cc1
#47 CCOC(=O)N1CCN(C(=O)/C(=C/c2ccccc2OC)NC(=O)c2ccccc2)CC1
#48 CCC1(C)Cc2c(C#N)c(N)sc(=S)c2CO1 (stereo unspecified)

Assay by compound,41,42,43,44,45,46,47,48
TCR CD3 inh,-1,6,1,-3,-2,7,1,3
KLK7 zymogen act,-1.8,-0.3,1.2,0.0,0.3,0.6,-0.3,-0.8
Tn7 DDE FP,1,8,-2,-1,0,-2,-3,-6
SIAE primary,6,-2,-2,0,4,3,2,-1
LEDGF integ inh,-1,0,1,0,-2,-2,2,-1
UHRF1 MBD2 ctr,2,-1,-4,-3,-2,1,0,-1
TDP2 inh,6,1,9,-3,-6,-4,-3,-4
DDE Tn6 FP inh,7,-1,6,-2,7,-5,1,9
PRMT1 FP inh,5,-2,-1,-4,-6,0,-2,28*
MBD2 inh,1,2,-1,-3,-2,-4,1,-4

High-throughput results deposited in PubChem BioAssay by The Scripps Research Institute Molecular Screening Center.
